From PubChem BioAssay
mcGAS inh: inhibitors of mouse cGAS; Q8C6L5; AID 1259399; recombinant cGAS, Kinase-Glo ATP depletion luminescence; hit rate 0.15% among 160,000; inhibition, % at 12.5 µM;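 further: 0% = negative control wells and 100% = reference inhibitor with no enzyme activity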
NPYLR7 agonist: mosquito NPYLR7 agonism; HEK293T NPYLR7/Galpha15, GCaMP6s calcium fluorescence; activation, % at 10 µM; hit rate 0.15% among 270,000; AID 1259423; in the data active means activation above about 40%;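 further: 0% = vehicle and 100% = reference agonist at the receptor; some compounds past the cut are filed as inactive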
hcGAS inh: human cGAS inhibition. recombinant h-cGAS, ATP depletion, Kinase-Glo luminescence. inhibition, % at 12.5 µM. hit rate 0.081% among 290,000;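 further: 0% = vehicle reaction and 100% = reaction without DNA for no activity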
Target sequence (Q8N884 whole entry, looked up): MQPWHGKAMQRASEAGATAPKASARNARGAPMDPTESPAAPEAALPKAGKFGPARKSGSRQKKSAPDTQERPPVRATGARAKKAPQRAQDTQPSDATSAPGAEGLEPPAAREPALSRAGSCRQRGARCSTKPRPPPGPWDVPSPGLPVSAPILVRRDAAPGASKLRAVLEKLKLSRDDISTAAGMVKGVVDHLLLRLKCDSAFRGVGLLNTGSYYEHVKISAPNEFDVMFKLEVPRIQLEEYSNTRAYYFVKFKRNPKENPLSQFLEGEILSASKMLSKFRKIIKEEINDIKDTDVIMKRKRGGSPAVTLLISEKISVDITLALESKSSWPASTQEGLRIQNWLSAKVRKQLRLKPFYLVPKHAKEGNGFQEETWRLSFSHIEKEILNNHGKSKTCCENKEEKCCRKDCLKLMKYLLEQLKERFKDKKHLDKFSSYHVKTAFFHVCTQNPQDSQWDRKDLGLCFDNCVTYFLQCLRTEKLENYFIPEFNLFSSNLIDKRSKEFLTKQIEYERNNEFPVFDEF
Numbers without * were called inactive; · = no result given; & = joins results of further samples. Unless noted, no stated cut-off is given here; in the data, active means inhibition above about 40%; inactive means the rest. No enrichment for hits, and some 0.27% of all compounds hit somewhere here.

SMILES | mcGAS inh | NPYLR7 agonist | hcGAS inh
COc1ccc2nc(N(CCN3CCOCC3)C(=O)c3ccc([N+](=O)[O-])o3)sc2c1 | · | 15 | -5
CC[C@H]1CN(C(=O)CCc2ccc(S(=O)(=O)NC)cc2)CC[C@@]1(C)O | · | 4 | -7
Cc1c(F)cccc1N1C(=O)CSC1c1cccc(NC(=O)c2cccs2)c1 (stereo unspecified) | -4 | 26 | -8
CCc1cccc2c(C(CC(=O)NCCc3ccc(OC)c(OC)c3)c3cccc(F)c3)c[nH]c12 (stereo unspecified) | -8 | 33 | -8
CC1CCNC1c1ccc(C(F)(F)F)cc1 (stereo unspecified) | · | -2 | -18
Cn1nnc2c(SCc3ccccc3)ncnc21 | · | 2 | -8
N#CC1=C(SCC(=O)Nc2ccc(Br)cc2)NC(=O)CC1c1ccccc1Cl (stereo unspecified) | -5 | -3 | -4
O=[N+]([O-])c1cccc(-c2nc(-c3ccncc3)no2)c1 | · | -4 | -2
O=C(NCc1nncn1-c1ccccc1)C1CCCCC1 | · | 1 | -10
COc1ccc(Cl)cc1NC(=O)c1ccc(OCc2cscn2)cc1 | -16 | 16 | -10
Cc1ccc(C)c(CS(=O)(=O)Cc2nc(C(C)C)no2)c1 | -5 | 7 | -6
CCCCCc1ccc(C(=O)CSc2nnc(NC(=O)Cc3cccs3)s2)cc1 | -6 | 13 | -10
CC(C)Cc1cc(C(=O)N(C)Cc2cccs2)on1 | -15 | · | -4
O=[N+]([O-])c1cc2c(cc1CC1CC1(Cl)Cl)OCCO2 (stereo unspecified) | -7 | 3 | -3
CCC(C(=O)Nn1cnc2c(cnn2C(C)(C)C)c1=O)c1ccccc1 (stereo unspecified) | · | 0 | -6
COC(=O)NC(c1cc(C)ccc1C)C(Br)(Br)Br (stereo unspecified) | -6 | -5 | -6
COCC1CCN(S(=O)(=O)N2C[C@@H](C)[C@](O)(C3CC3)C2)CC1 | -7 | · | -13
Cc1cccc(CC(=O)NCC(c2ccsc2)N(C)C)c1 (stereo unspecified) | -7 | 6 | -12
O=C1NS(=O)(=O)c2ccccc21 | · | -12 | 2
CC(C)CNc1nc(-c2ccc(Cl)cc2)nc2cc(Cl)ccc12 | -3 | -4 | -5
CCSc1nnc(Cn2c(=O)sc3ccccc32)n1CCc1ccccc1 | · | 0 | 4
CC(C)c1nc2ccccc2c2c1C(=O)N(CCc1ccncc1)C2=O | -3 | -7 | -3
CS(=O)(=O)Cc1ccc(C(=O)N2CCC2c2ccccc2)cc1 (stereo unspecified) | · | 4 | -10
Cc1[nH]n(-c2nc(-c3ccccc3)cs2)c(=O)c1N=Nc1ccc(S(N)(=O)=O)cc1 | -1 | -9 | 1
O=C(CCN(CCc1ccccc1)c1nc(-c2ccc(F)cc2)nc2ccccc12)NC1CC1 | -8 | 19 | -3
COCC(=O)N(CCC(C)C)Cc1c(-c2ccccc2)noc1N1CCN(C)CC1 | -4 | 9 | -2
Cn1ccnc1CN(CCO)C(=O)C1CC=CCC1 (stereo unspecified) | · | -1 | -3
CC(C)Sc1ccc(Cl)cc1NC(=O)C1COCCO1 (stereo unspecified) | · | 10 | -2
CNS(=O)(=O)c1ccc(-c2ccc(/C=C(/C#N)c3ccccn3)o2)cc1 | · | 4 | 6
Nc1nc2ccc(Cl)cc2c2nc(-c3ccco3)nn12 | 1 | -7&-9 | -2&4
c1coc(CCn2ccnc2-c2cccc3nonc23)c1 | · | -3 | -2
CC(NC(=O)c1ccc(F)c(S(N)(=O)=O)c1)c1ccc(C#N)cc1 (stereo unspecified) | · | -1 | -4
O=C(NCc1ccc2c(c1)OCO2)C1COC2(CCCCC2)N1C(=O)C1CC1 (stereo unspecified) | -7 | -4 | -6
Cn1c(=O)c2c(ncn2CC(=O)NC2CCSC2=O)n(C)c1=O (stereo unspecified) | 1 | 3 | 4
Cc1cc(C)n2nc(C(=O)N(C)CC3CCCCO3)nc2n1 (stereo unspecified) | -10 | 5 | -4
Cc1cccc(C(=O)NC2CCC(C(=O)N3CCSCC3)CC2)n1 (stereo unspecified) | · | -5 | -1
Brc1ccc(-c2nnc(CSc3nnc(C4CC4)n3C3CC3)o2)cc1 | -5 | 8 | -6
O=C1c2ccccc2-c2c1cccc2C(=O)N1CCN(c2nccc(-c3cccc(C(F)(F)F)c3)n2)CC1 | -5 | 13 | -1
COc1ccccc1CCNc1cccc(F)c1C#N | · | 1 | -19
Cc1ccc(NC(=O)CSc2nccn3nc(-c4ccc(Cl)cc4)cc23)cc1F | -8 | 3 | -6
CCCn1nccc1C(=O)N1CCCN(Cc2ccc(F)cc2)C(C(C)C)C1 (stereo unspecified) | · | 8 | -6
COc1ccccc1N=c1oc2ccc3ccccc3c2cc1C(N)=O | -1 | 0 | 2
OC(CN1CCCCC1)C12CC3CC(CC(C3)C1)C2 (stereo unspecified) | · | 2 | 2
OC(c1cccc(F)c1)(c1cccc(F)c1)c1ccc(CN(Cc2ccsc2)Cc2ccco2)o1 | -7 | -10 | -7
CC(C)(C)c1ccc(C(=O)Nc2ccc(O)c(-c3nc4cc(Cl)ccc4o3)c2)cc1 | -3 | -2 | -3

2 entries drawn at random from the list so far:
SMILES | mcGAS inh | NPYLR7 agonist | hcGAS inh
CCCCCc1ccc(C(=O)CSc2nnc(NC(=O)Cc3cccs3)s2)cc1 | -6 | 13 | -10
CCc1cccc2c(C(CC(=O)NCCc3ccc(OC)c(OC)c3)c3cccc(F)c3)c[nH]c12 (stereo unspecified) | -8 | 33 | -8

(cont.)
SMILES | mcGAS inh | NPYLR7 agonist | hcGAS inh
Cc1noc(C)c1CNCc1ccc(S(C)(=O)=O)cc1 | · | 9 | -17
CCCc1cc(-c2ccn[nH]2)nc(C)n1 | -10 | 2 | -3
CC(C)c1ccc2cc(C(=O)N3C[C@H](N(C)C)C[C@H]3CO)[nH]c2c1 | · | 5 | -5
CCOC(=O)C1=C(C)NC(=S)NC1c1cn(-c2ccccc2)nc1-c1ccccc1 (stereo unspecified) | -7 | -4 | -9
CCCNC(=O)C1(C)CCCN(Cc2ccc(C(=O)OCC)o2)C1 (stereo unspecified) | 2 | -9 | 2
CC1CCC(N(C(=O)c2cc(C3CC3)[nH]n2)C2CC2)CC1 (stereo unspecified) | -17 | -20&1 | -7&-11
CC(C)Oc1c(Cl)cccc1NC(=O)C(C)NC(=O)C(C)(C)C (stereo unspecified) | -2 | -7 | 1
COc1ccc(CS(=O)(=O)c2nncn2C2CC2)c(Cl)c1 | · | 3 | -7
COc1ccccc1CC(=O)Nc1ccc(C#N)cc1 | -3 | -2 | 2
Cc1nc2ccccc2nc1N1CCN(C(=O)c2cccc(Cl)c2)CC1 | -4 | 3 | -1
CC1(C)CC2CC(C)(CN2CC(=O)NNc2ccccc2C(F)(F)F)C1 (stereo unspecified) | -2 | -3 | 1
CCN(C)C1=C(c2c(C)[nH]n(-c3cccc(C)c3C)c2=O)C(=O)N(c2ccccc2F)C1=O | -10&-5 | 9&11 | -11&0
C=CCOCC(O)CN(Cc1c(C)nn(-c2cccc(Cl)c2)c1Oc1ccccc1)CC1CC1 (stereo unspecified) | -5 | 12 | -5
CCNc1nc2ccccc2c2nnc(-c3ccco3)n12 | · | 4 | 5
Cc1ccc(Cn2ccnc2CN(C(=O)CC(C)C)C2CC2)cc1 | -4 | 7 | -4
COc1ccc(-c2cc(C(=O)N(C)CCc3ccc(OC)c(OC)c3)n3nc(C(C)(C)C)cc3n2)cc1 | -4&-2 | 11&-3 | 0&-1
O=C(Oc1cc(OC(=O)c2ccccc2)c2c(c1)O[C@H](c1ccc(OC(=O)c3ccccc3)c(OC(=O)c3ccccc3)c1)[C@@H](OC(=O)c1ccccc1)C2)c1ccccc1 | · | -6 | -6
CCc1nc2ccc(C(=O)N(C)CCCN(C)C)cn2c1N(CC)CC(=O)N(C)C | -3 | 20 | -7
Cc1c(CN2CCOC3(CNCCOC3)C2)[nH]c2ccc(F)cc12 (stereo unspecified) | · | 3 | -6
Cc1ccccc1OC1CN(C(=O)CCN2CCCO2)C1 | · | 4 | -3
CN1C(=O)C(S(=O)(=O)c2ccccc2)C2CC1(C)Oc1ccccc12 (stereo unspecified) | -6 | 7 | -9
C=CCn1c(C)cn2c3c(=O)n(CCOCC)c(=O)n(C)c3nc12 | · | 22 | -11
Cc1c(N=C2SCC(=O)N2c2c(C)n(C)n(-c3ccccc3)c2=O)c(=O)n(-c2ccccc2)n1C | -3 | 8 | -5
CCn1nccc1C(=O)Nc1cc(C)nn1-c1nc2ccc(F)cc2s1 | -11 | -9 | -9
Cc1c(-c2nc(-c3ccccc3F)no2)nnn1-c1ccc(Cl)cc1 | -10 | 5 | -8
Cn1c(=O)c2c(nc(CN3CCN(c4ccccc4F)CC3)n2CCN2CCOCC2)n(C)c1=O | · | 2 | 1
CC(C(=O)c1c(N)n(C)c(=O)n(C)c1=O)N1CCCC1c1ccsc1 (stereo unspecified) | -10 | -1 | -7
CCCCCc1ccc(C(=O)N2CCN(c3nc(-c4ccccc4)nc(C)c3Cc3ccc([N+](=O)[O-])cc3)CC2)cc1 | -9 | · | -9
CC1=NN(C(=O)c2ccc(C)o2)C(O)(c2ccccc2)C1 (stereo unspecified) | · | 18 | -8
Cc1nnc(-c2ccccc2NC(=O)C2CCCS2)o1 (stereo unspecified) | · | 7 | -7

Taken from the listing (2 entries):
SMILES | mcGAS inh | NPYLR7 agonist | hcGAS inh
C=CCOCC(O)CN(Cc1c(C)nn(-c2cccc(Cl)c2)c1Oc1ccccc1)CC1CC1 (stereo unspecified) | -5 | 12 | -5
CCNc1nc2ccccc2c2nnc(-c3ccco3)n12 | · | 4 | 5

Additional records:
SMILES | mcGAS inh | NPYLR7 agonist | hcGAS inh
COc1cccc(C(C)N(C)Cc2nc(-c3cccs3)no2)c1 (stereo unspecified) | · | -5 | 1
CN(Cc1ccno1)C(=O)CC1COCCN1 (stereo unspecified) | · | -4 | -2
CCCCN(CC(=O)N1CC(=O)N(c2cccc(Cl)c2C)C1)C(=O)c1ccc(-c2ccccc2)cc1 | -4 | 8 | -4
CCOC(=O)C(c1cc(C)cc(C)c1)C1C=CC(NC(=O)c2cccc(C)c2C)C1 (stereo unspecified) | -5 | 1 | -5
COc1ccc(Cl)cc1NC(=O)N[C@@H](Cc1ccccc1)C(=O)N1CCC(C(=O)N2CCCCC2)CC1 | -6 | -3 | -4
CCOc1ccc(N2C(=O)CSC2c2ccccc2NC(=O)c2cccc(Br)c2)cc1 (stereo unspecified) | -6 | 13 | -4
CCn1nnc2c(N3CCCCC3)ncnc21 | · | 11 | -8
O=C(c1ccc(F)cc1)N1CCCC(OCc2ccc(F)cc2F)C1 (stereo unspecified) | -5 | -4 | -5
CN(C)c1ccc(C(O)(c2ncnn2C)C(F)(F)F)cc1 (stereo unspecified) | · | 4&-9 | -5&-6
CC1Cn2c(nnc2-c2cccc(F)c2)S1 (stereo unspecified) | -4 | 2 | 2
CC(C)(C)C1C=C(C2=CC(C(C)(C)C)SC2=O)C(=O)S1 (stereo unspecified) | · | 13 | -3
CCc1nnc(CNC(=O)c2cc(Cn3ccc4ccccc43)[nH]n2)s1 | -1 | 1 | 0
O=C(NC1CCCCC1)C(=Cc1ccsc1)C(=O)NC1CCCCC1 | · | 1 | -16
O=C(NCc1cccc(Cl)c1Cl)c1cncn1-c1cccc(-c2ccccc2C(F)(F)F)c1 | 0 | 9 | 3
CCn1c(C)c(C(=O)CN(CC2CCCO2)C(=O)c2ccc([N+](=O)[O-])cc2)c(C)c1C(=O)OC (stereo unspecified) | -5 | -2 | -3

Ordered by heavy-atom count (highest first): part of the list above
SMILES | mcGAS inh | NPYLR7 agonist | hcGAS inh
COc1ccc(Cl)cc1NC(=O)N[C@@H](Cc1ccccc1)C(=O)N1CCC(C(=O)N2CCCCC2)CC1 | -6 | -3 | -4
O=C(c1ccc(F)cc1)N1CCCC(OCc2ccc(F)cc2F)C1 (stereo unspecified) | -5 | -4 | -5
CCn1nnc2c(N3CCCCC3)ncnc21 | · | 11 | -8

Continued.
SMILES | mcGAS inh | NPYLR7 agonist | hcGAS inh
CC(O)Cn1cnc2c1c(=O)n(C)c(=O)n2C (stereo unspecified) | -4 | 2 | -2
CNCc1cnc(NC)nc1 | -3 | -5 | 1
COc1ccc(C(=O)Oc2cc(C)[nH]c(=O)c2[N+](=O)[O-])cc1OC | -9 | 13 | -4
C=CCN(Cc1cccc(OC)c1)C(=O)c1cc2cccnc2nc1C | · | 4 | -7
CCc1nn(CC(=O)NCCCN(CC)CC)c(=O)c2cc3occc3n12 | -3 | 4 | -7
Cc1sc2nc(SCC(=O)c3cccs3)n(Cc3ccco3)c(=O)c2c1C | -3 | -6 | -1
COc1cc(C)c(-c2ccc(Cn3ccnc3)cn2)c(C)c1 | -3 | 1 | -3
C=CCn1cc(C(=O)Nc2cc(C)cc(C)c2)c2nn(-c3ccccc3)c(=O)c-2c1 | 0 | -1 | 2
COc1ccc2[nH]c3c(c2c1)CCNC31CCN(C(=O)Nc2ccc(Oc3ccccc3)cc2)CC1 | -5 | 15 | -7
OC(c1ccccc1)c1ncc(-c2cccc(F)c2)[nH]1 (stereo unspecified) | · | 0 | -9
CCOC(=O)c1nc2cc(C)c(C)cc2nc1N1CCN(C(=O)c2oc3ccccc3c2C)CC1 | -9 | · | -12

Part of the list above, as labelled records:
> Cn1c(=O)c2c(nc(CN3CCN(c4ccccc4F)CC3)n2CCN2CCOCC2)n(C)c1=O
  mcGAS inh: · | NPYLR7 agonist: 2 | hcGAS inh: 1
> O=C1NS(=O)(=O)c2ccccc21
  mcGAS inh: · | NPYLR7 agonist: -12 | hcGAS inh: 2
